# Screening data (PubChem BioAssay)
# MITF primary: human MITF inhibition, primary screen; O75030; AlphaScreen MITF homodimerization, bead proximity signal; inhibition, % at 2.6 µM; actives 0.91% (n = 650,000); AID 1259374; in the data active means inhibition above about 50%;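 further: 0% = vehicle wells with protein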
# FBW7 act: activators of human E3 ligase FBW7. Q969H0. AlphaScreen FBW7–phospho-cyclin E peptide binding, activator screen. normalized activity (activation), % at 26.1 µM. actives 0.13% (n = 650,000); in the data active means normalized activity above about 1.9%;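 further: purified mutant Fbw7 with reduced substrate affinity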
# Target sequence (Q969H0 whole entry, looked up): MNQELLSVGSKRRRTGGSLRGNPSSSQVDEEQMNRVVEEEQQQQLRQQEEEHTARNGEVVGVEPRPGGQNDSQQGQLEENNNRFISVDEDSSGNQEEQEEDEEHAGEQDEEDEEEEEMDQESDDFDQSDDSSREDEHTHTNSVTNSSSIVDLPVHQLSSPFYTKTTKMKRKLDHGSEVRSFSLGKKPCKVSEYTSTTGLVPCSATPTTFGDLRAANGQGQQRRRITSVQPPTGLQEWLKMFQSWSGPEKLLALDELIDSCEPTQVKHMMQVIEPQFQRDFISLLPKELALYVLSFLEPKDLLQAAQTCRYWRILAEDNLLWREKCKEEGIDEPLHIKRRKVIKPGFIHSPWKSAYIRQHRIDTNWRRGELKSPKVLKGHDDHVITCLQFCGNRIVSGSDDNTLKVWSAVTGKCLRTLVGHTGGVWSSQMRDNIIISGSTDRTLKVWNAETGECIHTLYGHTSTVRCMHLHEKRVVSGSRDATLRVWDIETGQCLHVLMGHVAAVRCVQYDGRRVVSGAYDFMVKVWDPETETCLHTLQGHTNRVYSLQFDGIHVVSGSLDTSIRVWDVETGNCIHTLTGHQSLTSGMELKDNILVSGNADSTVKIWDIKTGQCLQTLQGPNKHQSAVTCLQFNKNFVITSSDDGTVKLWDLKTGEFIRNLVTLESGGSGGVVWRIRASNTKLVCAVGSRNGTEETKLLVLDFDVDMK
# GPR151 ag: human GPR151 activation; Q8TDV0; PathHunter beta-arrestin GPR151 cells, luminescence; activation, % at 11.2 µM; actives 1% (n = 650,000); AID 1508602; in the data active means activation above about 4.9%;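 further: 0% = median of compound wells and 100% = cells with positive control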
# Target sequence (Q8TDV0 whole entry, looked up): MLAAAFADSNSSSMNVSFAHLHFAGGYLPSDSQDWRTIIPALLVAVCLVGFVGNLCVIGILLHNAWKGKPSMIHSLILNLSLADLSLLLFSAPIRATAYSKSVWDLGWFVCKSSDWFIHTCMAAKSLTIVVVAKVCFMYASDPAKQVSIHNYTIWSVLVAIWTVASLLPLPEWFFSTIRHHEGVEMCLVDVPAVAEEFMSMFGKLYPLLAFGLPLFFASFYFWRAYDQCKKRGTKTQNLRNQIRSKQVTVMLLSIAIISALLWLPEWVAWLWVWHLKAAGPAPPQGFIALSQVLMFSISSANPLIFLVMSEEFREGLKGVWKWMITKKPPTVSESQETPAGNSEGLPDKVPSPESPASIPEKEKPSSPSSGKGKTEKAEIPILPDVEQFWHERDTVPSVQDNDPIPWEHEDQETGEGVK
# TEAD-YAP inh: TEAD-YAP interaction inhibition; actives 1.4% (n = 640,000); inhibition, % at 9.12 µM; HEK-TIYL cells, TEAD-Gal4/YAP UAS-luciferase luminescence; AID 1259422; in the data active means inhibition above about 32%;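 further: 0% = median of test compound wells and 100% = reference inhibitor wells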
# Active calls of the source: *.
# Each structure is followed by: MITF primary	FBW7 act	GPR151 ag	TEAD-YAP inh
- O=C(O)CCC(=O)Nc1ccc(N2CCCCC2)cc1
    7	0.2	1.6	6
- CCCCN(C)C(=O)c1cn(CC)c2ccc(S(=O)(=O)N3CCC(C)CC3)cc2c1=O
    -5	0.2	0.1	14
- O=C(NCc1ccc2c(c1)OCO2)c1ccc(Cn2nnc3ccsc3c2=O)cc1
    1	-0.1	2.3	5
- NC(=O)c1cccc(N2C(=O)c3ccccc3C2=O)c1
    8	0.1	0.0	1
- CCc1c(C)nc2ncnn2c1N1CCC(C(=O)N2CCN(c3ccccc3)CC2)CC1
    -16	0.0	2.5	-4
- Cc1csc(=O)n1CC(=O)Oc1ccc(Oc2ccccc2)cc1
    10	0.2	-0.4	-3
- COC(=O)c1ccccc1NC(=O)c1cc(-c2ccc(C)cc2)nc2ccccc12
    1	0.3	-0.4	5
- O=C(O)CCN1C(=O)C2CCCCC2C1=O (stereo not given)
    0	-0.1	-1.3	-1
- O=C(COc1ccccc1)N1CCN(S(=O)(=O)c2ccc(Br)cc2)CC1
    3	-0.1	1.0	4
- Cc1ccc(COc2cc3oc(=O)c4c(c3cc2Cl)CCC4)cc1
    -5	0.0	0.9	5
- Fc1ccc(-c2nsc3c(N4CCOCC4)ncnc23)cc1
    -1	0.0	0.4	68*
- CCCOc1ccc(C(=O)Nc2cc(C)on2)cc1
    5	0.0	-3.2	-48
- O=C(NN=C1CCCC1)C(=O)Nc1ccc(Cl)c(Cl)c1
    -4	0.4	0.6	-3
- COc1ccccc1Nc1nnc(SCc2ncc(-c3ccccc3)o2)s1
    5	0.1	-0.4	0
- COc1cc(C2CC(=O)c3c(O)cc(O)cc3O2)ccc1O (stereo not given)
    7	0.1	0.0	-5

# The list goes on:
# Each structure is followed by: MITF primary	FBW7 act	GPR151 ag	TEAD-YAP inh
- COc1ccccc1CN1C(=O)C2C(C(=O)Nc3cccc(Cl)c3)C3C=CC2(O3)C1C(=O)NC1CCCCC1 (stereo not given)
    -8	0.1	-1.1	-12
- COC(=O)C1=C(C)NC2=C(C(=O)c3ccccc32)C1c1ccc(Sc2ccccc2)o1 (stereo not given)
    3	-0.6	-0.3	-38
- COc1cccc(OC)c1OCCCSc1nc(C)cc(=O)[nH]1
    -16	0.0	-1.0	0
- COC(=O)c1nnc(NC2CCCCC2)c2ccccc12
    13	0.7	-0.6	-15
- C=CCn1c(SCC(=O)c2cccc3ccccc23)nnc1-c1ccc(OC)cc1
    15	-0.8	-0.5	0
- CCn1c(CNC(=O)c2ccc(OC)cc2)nnc1SC(C)C
    2	0.0	0.0	5
- Cc1ccc(/C=N/NC(=O)CNc2cccc3ccccc23)cc1
    12	-0.1	0.5	5
- CC(=O)N(C(C)=O)C1=C(C#N)C(c2ccc(Cl)cc2)c2ccc3ccccc3c2O1 (stereo not given)
    5	-0.1	0.9	22
- O=C1c2ccc3c4c(ccc(c24)C(=O)N1c1ccccn1)C(=O)N(c1ccccn1)C3=O
    7	0.0	0.3	3
- COc1cccc(-n2c(SCC(=O)Nc3nccs3)nnc2-c2ccccn2)c1
    6	-0.1	0.0	8
- Cc1nc(-c2cccnc2)sc1CCNS(=O)(=O)c1ccccc1
    10	0.0	-0.5	9
- COc1cccc(NS(=O)(=O)c2c(C)cc(C)cc2C)c1
    8	0.1	1.8	-5
- COCCNc1nc2nonc2nc1N1CCCCC1c1cccnc1 (stereo not given)
    -4	0.0	3.8	-5
- C=CCN1C(=O)N(c2ccc(F)cc2)C(=O)C1CC(=O)Nc1ccc(C(=O)OCC)cc1 (stereo not given)
    -3	0.0	2.0	1
- COc1ccc(NC(=O)CSc2nnnn2C)c([N+](=O)[O-])c1
    1	-0.1	1.3	10

# Next section.
# Each structure is followed by: MITF primary	FBW7 act	GPR151 ag	TEAD-YAP inh
- Cc1nc2nc[nH]n2c(=O)c1NC(=O)c1ccccc1Br
    5	0.2	1.0	-1
- COc1ccc(NS(=O)(=O)c2cc(C(=O)Nc3ccccc3)c(Cl)cc2Cl)cc1
    0	0.1	-1.3	11
- CCc1cc2c(cc3c(=O)n(CC(=O)NCc4ccccc4Br)ncn32)s1
    -8	0.5	6.4*	6
- Cc1cc(C)n(-c2cc(NCCNC(=O)c3ccc(F)cc3Cl)ncn2)n1
    -6	0.0	0.1	6
- CCOC(=O)C1=CN(C(C)C)C=C(C(=O)OCC)C1c1cccc(Br)c1
    -3	1.8	-1.9	1
- S=C1NC2(CCCC2)N=C1c1ccc(Cl)cc1
    -2	0.0	1.2	-9
- Cc1c(Br)c(C(F)(F)F)nn1CC(=O)NCc1ccc(F)cc1C(F)(F)F
    -1	0.0	-1.4	36*
- N#C/C(=C\c1c(F)cccc1F)C(=O)NCCc1ccccc1
    12	0.0	-0.9	6
- O=C1/C(=C/c2ccc(O)c([N+](=O)[O-])c2)SC(=S)N1Cc1cccnc1
    8	-0.1	1.0	-1
- CCCC(=O)NC(=S)Nc1nc(-c2ccc(OC)cc2)cs1
    10	0.2	0.7	-16
- COc1ccc(C[C@@H]2NC(=O)[C@@H]3C[C@H](NCc4ccc(C)c(F)c4)CN3C2=O)cc1
    -7	0.0	2.6	-6
- CCCC1CCC(C(=O)Nc2cc3cccc(OC)c3oc2=O)CC1 (stereo not given)
    11	0.1	0.1	-15
- NNc1nc(NN)c2c3c(sc2n1)CCCCC3
    1	-0.7	1.6	9
- CC(C)(C)c1ccccc1NC(=O)CSc1nnc2ccccn12
    10	0.0	0.0	6
- O=C(N/N=C1\CCc2ccccc21)c1cccnc1
    9	0.0	-1.1	3

# Next structures
# Each structure is followed by: MITF primary	FBW7 act	GPR151 ag	TEAD-YAP inh
- NC(=O)/C(=C\c1cccc([N+](=O)[O-])c1)NC(=O)c1ccc(Br)cc1
    53*	0.0	-0.5	0
- CC(NS(=O)(=O)c1cn(C)c(=O)n(C)c1=O)c1ccccc1 (stereo not given)
    18	0.1	-0.8	-7
- C=CCN1C(=O)SC(CC(=O)Nc2ccc([N+](=O)[O-])cc2)C1=O (stereo not given)
    17	0.0	-1.4	-1
- O=C(CSc1ccncc1)NNC(=S)NC1CCCCC1
    -6	0.0	0.6	-1
- C=C(C)CNc1nncc(-c2ccccc2C)n1
    -6	0.4	6.2*	-5
- CC1(C)CC(=O)C2=C(C1)N(c1ccccc1C(F)(F)F)C(N)=C(C#N)C2c1cc(Br)cs1 (stereo not given)
    15	0.0	4.1	-9
- Cn1c(=O)n(CCCO)c(=O)c2c1nc1n(-c3ccc(F)cc3)c(-c3ccccc3)cn21
    9	-0.1	-1.0	-2
- Cc1ccc(CNC(=O)c2cccs2)cc1
    -1	0.0	-0.2	-10
- CCCn1cc(SCC(=O)NC2CCCCC2)c2ccccc21
    -35	-0.1	0.4	-2
- CC1CN(c2nc3c(c(=O)[nH]2)CCN(Cc2ccc(C#N)cc2)C3)CC(C)O1 (stereo not given)
    -2	0.0	2.2	1
- COc1ccc(C(=O)Nc2ccc(F)c([N+](=O)[O-])c2)cc1Br
    14	-0.1	1.0	14
- O=C(CSc1ccc2nc(-c3ccccc3)cn2n1)Nc1ccc2c(c1)OCCO2
    11	0.5	-4.2	-52
- Cn1c(=S)oc2cc(S(=O)(=O)N3CCOCC3)ccc21
    7	-0.1	-2.3	1
- CC(C)[C@H]1CN(Cc2ccco2)CCN1Cc1ccco1
    5	0.1	0.3	-5
- COCc1cc(C)nc(OCC(=O)c2ccccc2)c1C#N
    -10	0.0	-0.8	-18

# Later entries
# Each structure is followed by: MITF primary	FBW7 act	GPR151 ag	TEAD-YAP inh
- CCCC(=O)Nc1ccc(NC(=O)c2ccccc2)nc1
    13	-0.2	-3.6	-27
- Cc1ccc(Nc2nc(C)cc(N3CCN(C(=O)c4cccs4)CC3)n2)cc1
    14	-0.2	-0.3	11
- CCOC(=O)c1sc(Nc2ccccc2)nc1-c1ccc([N+](=O)[O-])cc1
    -1	-0.1	1.3	25
- OCCC1CN(Cc2cnn(-c3cccc(Cl)c3)c2)CCN1Cc1ccccc1 (stereo not given)
    1	0.0	0.3	9
- CC(=O)N(C(C)=O)C1=C(C#N)C2(CCCC2)Cc2ccccc21
    12	0.8	-0.3	-22
- FC(F)(F)c1ccc(Cn2cnc3c(NC4CCN(Cc5ccccc5)CC4)nc(NCc4ccc5c(c4)OCO5)nc32)cc1
    5	-0.3	1.9	20
- CC(=O)NCCc1nc2ccccc2n1Cc1ccc(Cl)cc1
    5	-0.2	0.4	-6
- COc1ccc2nc(/N=C/c3cc(Br)cc([N+](=O)[O-])c3O)oc2c1
    3	-0.1	-1.2	-8
- N#Cc1cccc(NC(=O)Nc2cccn(Cc3ccccc3)c2=O)c1
    -12	-0.1	1.5	20
- Oc1ccccc1-c1ncccn1
    0	-0.1	-1.1	-6
- Cc1ccc(NC(=O)c2ccc(Cl)cc2Cl)c(Cl)c1
    -4	0.0	0.0	-22
- COc1cc(OCCCCOc2ccc(C=O)c(OC)c2)ccc1C=O
    -7	-0.4	1.0	-6
- Cc1ccc(Cl)cc1NC(=O)c1cnc2c(c(C)nn2-c2ccccc2)c1Cl
    -15	1.3	0.0	1
- Cc1cc(S(N)(=O)=O)c2ncccc2c1
    5	0.0	-0.5	-1
- COc1ccc(CCNC(=O)c2ccccc2C(=O)O)cc1OC
    7	0.5	-1.1	1

# Next part; the last 6 above are carried over.
# Each structure is followed by: MITF primary	FBW7 act	GPR151 ag	TEAD-YAP inh
- Oc1ccccc1-c1ncccn1
    0	-0.1	-1.1	-6
- Cc1ccc(NC(=O)c2ccc(Cl)cc2Cl)c(Cl)c1
    -4	0.0	0.0	-22
- COc1cc(OCCCCOc2ccc(C=O)c(OC)c2)ccc1C=O
    -7	-0.4	1.0	-6
- Cc1ccc(Cl)cc1NC(=O)c1cnc2c(c(C)nn2-c2ccccc2)c1Cl
    -15	1.3	0.0	1
- Cc1cc(S(N)(=O)=O)c2ncccc2c1
    5	0.0	-0.5	-1
- COc1ccc(CCNC(=O)c2ccccc2C(=O)O)cc1OC
    7	0.5	-1.1	1
- COc1ccc(C2SCCN2C(=O)c2cc3ccccc3oc2=O)cc1 (stereo not given)
    2	0.0	0.5	6
- O=C(NN1C(=O)C2C3c4ccccc4C(c4ccccc43)C2C1=O)c1ccccc1F (stereo not given)
    -1	-0.1	-0.3	2
- CCOc1ccccc1NC(=S)Nc1ccc(S(N)(=O)=O)cc1
    20	-0.2	-0.4	1
- CC(Cc1ccco1)NS(=O)(=O)c1ccc2c(c1)OCCO2 (stereo not given)
    11	0.0	0.6	3
- COc1ccccc1OCCCOc1ccc(/C=C2/C(=N)N3C=CSC3=NC2=O)cc1OC
    6	0.0	0.2	-1
- O=C(CN(C(=O)c1csnn1)c1cccc(C(F)(F)F)c1)NC1CCCC1
    -11	-0.1	-0.1	0
- CC(=O)Nc1ccc(NC(=O)c2ccc3nc(-c4cccs4)sc3c2)cc1
    2	0.1	-5.0	-5
- O=c1[nH]c(N2CCCC2)nc2c1CCN(Cc1ccccc1O)C2
    10	0.2	0.3	0
- Nc1cccc(-c2nc(NCc3cccc(C(F)(F)F)c3)c3ncn(-c4ccsc4)c3n2)c1
    7	0.1	0.7	-2
- CCCNC(=O)Cn1cnc2sc(C(=O)Nc3ccc(C)c(F)c3)c(C)c2c1=O
    -6	-0.1	-0.6	-1
- Cc1cc2cc(CNS(=O)(=O)c3ccc(Br)cc3)ccc2[nH]1
    -17	0.3	1.4	-3
- COc1cc(NC(=O)c2c(C)[nH]c(C(C)=O)c2C)cc(OC)c1OC
    1	0.1	-0.6	1
- CCOC(=O)CSc1nnc(CSc2nc(C)cc(C)n2)n1-c1ccc(F)cc1
    6	0.8	-1.1	12
- COC(=O)c1cccc(CC2(C)C(=O)Nc3cccc(-c4ccco4)c32)c1 (stereo not given)
    4	-0.2	-0.5	5
- Cc1ccc(S(=O)(=O)Nc2nc3cc(C)c(C)cc3s2)cc1
    -1	-0.1	0.6	6

# Later entries
# Each structure is followed by: MITF primary	FBW7 act	GPR151 ag	TEAD-YAP inh
- O=C(Nc1cccc(Cl)c1)c1nccnc1CO
    0	-0.3	-4.0	-23
- Cc1cc(OCC(=O)NCCCNC(=O)COc2ccc(Cl)c(C)c2)ccc1Cl
    20	0.6	1.0	-10
- O=[N+]([O-])c1cc(O)c(N=Cc2ccc(N3CCOCC3)cc2)cc1Cl
    22	0.0	1.8	3
- CC1CCN(C(=O)c2cc(Cl)ccc2Nc2ccccc2)CC1
    2	0.2	-0.5	-8
- CCCOC(=O)c1cccc(NC(=O)COc2cc(C)cc(C)c2)c1
    2	1.2	0.1	11
- CCCCc1sc(/C=C(/C#N)C(=O)OC)cc1[N+](=O)[O-]
    2	-0.3	-0.4	5
- CCOc1cc(C(=O)O)cc(Cl)c1O
    -1	-0.1	0.0	1
- CCOC(=O)c1cnc2c(C)cc(C)cc2c1Nc1ccc(N(C)C)cc1
    -6	-0.4	-1.3	-6
- N#Cc1c(N)nc2c(c1-c1ccncc1)CCCC2
    9	-0.1	0.3	-16
- O=[N+]([O-])c1ccccc1N=Cc1sc2ccccc2c1O
    2	-0.1	-0.4	-1
- CCOc1cc(/C=C2/NC(=O)N(CC)C2=O)ccc1OCc1ccc(C(=O)O)cc1
    16	-0.1	0.5	11
- CCOC12c3ccccc3OC(C)C1C2(Cl)Cl (stereo not given)
    12	0.2	-1.2	-6
- COc1ccc(CC(=O)NNC(=O)c2ccccc2OC)cc1
    -1	-0.1	0.8	1
- Cc1ccc(-n2c(SCC(=O)c3ccc(Cl)cc3)nc3ccsc3c2=O)cc1C
    1	-0.1	-0.6	-12
- O=C(CCCOc1cccc(Br)c1)OCC(=O)c1ccc[nH]1
    12	0.7	-0.8	-8
- CC(C)CN1Cc2cccc(C(=O)N3CCC4(CC3)NC(=O)c3cccnc3N4C)c2C1=O
    -3	-0.1	1.2	1
